# TAAR1 antagonist: human TAAR1 antagonists, primary screen, Fluo-8 calcium fluorescence, CHO RD-HGA16 cells; Trace amine-associated receptor 1 (Homo sapiens), Q96RJ0; antagonist; inhibition, % at 3 µM; 1.5% of 360,000 active;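 active means inhibition above a per-plate cutoff, the mean inhibition of test compounds on that plate plus 3 SD, cut at about 49% in these data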;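 further: 0% = DMSO plus EC80 beta-PEA response and 100% = DMSO alone without agonist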
#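 System: RD-HGA16 CHO cells with stable hTAAR1 and Gα16 | Probe or stimulus: EC80 β-phenethylamine stimulus | Dosing: 3 µM, single point | Times: Dye loading 75 min at 37 °C, then 30 min room temperature | Measured by: Fluo-8 calcium-sensitive fluorescence | Read-out basis: % inhibition of agonist calcium response | Replicates: n of 1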
# M1 ag: human M1 muscarinic receptor agonists, primary screen, Fluo-8 calcium fluorescence, CHO-K1 cells, HTS. 0.33% of 360,000 active. Muscarinic acetylcholine receptor M1 (Homo sapiens), P11229. activation, % at 3 µM. CHO-K1 hM1, agonist mode; 0% DMSO, 100% acetylcholine EC100;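 active means activation above the run's mean compound activation plus 3 SD, cut at about 16% in these data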;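 further: peak over basal fluorescence ratio within a 140 s kinetic read after compound addition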
# Target sequence (P11229 whole entry, looked up): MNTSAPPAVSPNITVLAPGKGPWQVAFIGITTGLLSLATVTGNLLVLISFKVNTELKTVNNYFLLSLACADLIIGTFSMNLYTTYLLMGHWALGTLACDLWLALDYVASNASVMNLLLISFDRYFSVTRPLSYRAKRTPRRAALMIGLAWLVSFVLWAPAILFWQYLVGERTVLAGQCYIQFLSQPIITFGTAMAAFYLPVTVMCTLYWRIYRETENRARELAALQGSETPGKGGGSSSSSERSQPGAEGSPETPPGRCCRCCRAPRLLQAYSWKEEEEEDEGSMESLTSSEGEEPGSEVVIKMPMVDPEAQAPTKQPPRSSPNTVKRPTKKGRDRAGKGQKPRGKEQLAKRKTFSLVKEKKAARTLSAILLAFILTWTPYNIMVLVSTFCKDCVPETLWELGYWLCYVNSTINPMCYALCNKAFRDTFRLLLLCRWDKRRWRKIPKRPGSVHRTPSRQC
# M1 antag: human M1 muscarinic receptor antagonists, primary screen, CHO-K1 cells, Fluo-8 calcium fluorescence, 1536-well | Muscarinic acetylcholine receptor M1 (Homo sapiens), P11229 | CHO-K1 hM1, ACh EC80 antagonist | inhibition, % at 3 µM | 1.3% of 360,000 active | AID 588852, 2011;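 active means percent inhibition above its own plate's cutoff, namely the mean of that plate's compound wells plus 3 SD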;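 further: peak over basal fluorescence ratio during 140 s after agonist addition; 0% = ACh EC80 plus DMSO and 100% = DMSO alone without agonist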
# CHO-K1 Ca antag: nonselective inhibitor or artifact in parental CHO-K1 cells; AID 602250; ATP-induced calcium, Fluo-8 fluorescence; inhibition, % at 3 µM; 0.6% of 360,000 active;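 active means inhibition above a per-plate cutoff, the plate's mean sample inhibition plus 3 SD, cut at about 24% in these data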;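 further: 0% = DMSO plus EC80 ATP and 100% = DMSO alone without ATP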
# CHO-K1 Ca ag: counter-screen for M1 agonists: effect in parental CHO-K1 cells | Fluo-8 calcium fluorescence; scaled to maximal ATP response, vehicle zero | activation, % at 3 µM | 0.48% of 360,000 active; in the data active means activation above about 15%;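 further: untransfected CHO-K1 host cells lacking M1 receptor as counterscreen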
# OXTR potentiator: human OXTR potentiators, primary screen, fluorescence, CHO-OTR cells, Fluo-8 calcium; Oxytocin receptor (Homo sapiens), P30559; Fluo-8 calcium fluorescence, potentiator mode; 0% = oxytocin EC15, 100% = EC100; activation, % at 3 µM; 0.061% of 320,000 active; AID 2445, 2010;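 active means activation above that plate's cutoff, the mean activation of tested compounds plus 3 SD, cut at about 6.6% in these data, passing the limit was not always enough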;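 further: 100% uses oxytocin at 75 nM as the full agonist control; some results filed as inactive read as strong as hits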
# Target sequence (P30559 whole entry, looked up): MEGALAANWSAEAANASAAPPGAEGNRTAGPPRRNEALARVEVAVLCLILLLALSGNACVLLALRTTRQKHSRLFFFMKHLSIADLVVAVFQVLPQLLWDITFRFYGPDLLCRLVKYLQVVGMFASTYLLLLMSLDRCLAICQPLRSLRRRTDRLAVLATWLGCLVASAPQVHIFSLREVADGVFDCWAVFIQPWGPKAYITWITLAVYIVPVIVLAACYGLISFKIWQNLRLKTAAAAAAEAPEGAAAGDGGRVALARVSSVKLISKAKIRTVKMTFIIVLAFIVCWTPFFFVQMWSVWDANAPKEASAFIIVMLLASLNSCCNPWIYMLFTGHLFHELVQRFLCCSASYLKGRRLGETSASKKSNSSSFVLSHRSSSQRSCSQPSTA
#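 Measured by – Fluo-8 calcium dye fluorescence · Test system – human OTR in CHO cells · Dosing – one concentration, 3.0 µM compound · Controls – EC15 oxytocin alone as 0%, 75 nM oxytocin as 100% · Evaluation – normalized max/min fluorescence ratio, % activation · Timing – 6 min pre-incubation, 100 s read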
# TAAR1 ag: human TAAR1 agonists, primary screen, Fluo-8 calcium fluorescence, CHO RD-HGA16 cells; activation, % at 3 µM; AID 624467, 2012; 0.99% of 360,000 active; Trace amine-associated receptor 1 (Homo sapiens), Q96RJ0; vehicle wells 0%, saturating PEA agonist 100%;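 active means activation above the mean activation of all test compounds in the run plus 3 SD, cut at about 38% in these data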
#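 Assay system: CHO-derived RD-HGA16 cells with stable Gα16 and human TAAR1; timing: 17-24 h seeding, 75 min 37 °C dye, 30 min RT; read-out: % activation from peak over basal fluorescence ratio, DMSO-to-PEA scaled; measured by: kinetic Fluo-8 calcium fluorescence; benchmarks: low control DMSO, high control PEA (EC100); doses: 3 µM single concentration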
# CHO-K1 Ca PAM: nonselective calcium activators in parental CHO-K1 cells, primary screen, counter-screen for M1 PAM project, cell-based, Fluo-8 calcium fluorescence, full deck, 1536-well; ATP EC20; 0% at ATP EC20, 100% at ATP max; activation, % at 3 µM; 0.02% of 360,000 active;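 active means activation above the run cutoff, the mean activation of all test compounds plus 3 SD, cut at about 40% in these data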;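 further: peak over basal fluorescence ratio in a 140 s read after ATP addition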
# CHO parental Ca: ATP-evoked calcium signal inhibitors, parental CHO, primary screen, counter-screen for OX1R antagonist project, cell-based, fluorescence, Fluo-8 calcium dye | inhibition, % at 5.6 µM | parental CHO-K1, ATP-induced calcium, Fluo-8 fluorescence | AID 463079, 2010 | 0.63% of 330,000 active;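 active means inhibition above that plate's mean sample inhibition plus 3 SD, cut at about 26% in these data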;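 further: 0% = ATP-challenged DMSO wells and 100% = DMSO wells without ATP; some compounds past the cut are filed as inactive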
#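 Material: Parental CHO cells | Reagent: ATP | Compound dosing: Single nominal dose of 5.6 µM per compound | Detection: Intracellular calcium via Fluo-8 no-wash fluorescent dye | Read-out: % inhibition of ATP-induced calcium mobilization | Benchmarks: Low control ATP plus DMSO, high control DMSO only | Replicates: Singlicate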
# Numbers without * were called inactive; nt = not tested or not shown.
SMILES,TAAR1 antagonist,M1 ag,M1 antag,CHO-K1 Ca antag,CHO-K1 Ca ag,OXTR potentiator,TAAR1 ag,CHO-K1 Ca PAM,CHO parental Ca
COc1ccc(N2CCN(C(=O)C3CC(O)CN3S(=O)(=O)c3ccc([N+](=O)[O-])cc3)CC2)cc1 (stereo not drawn),6,-1,0,3,-0.5,-2,7,-1,0
Cn1c(SCC(=O)Nc2ccccc2[N+](=O)[O-])nnc1C(F)(F)F,-1,-6,-10,-21,1.6,0,0,32,-7
O=C(CCc1nc2ccccc2c(=O)[nH]1)NCCN1C(=O)S/C(=C\c2ccc(Cl)cc2Cl)C1=O,-11,0,26*,3,0.7,-6,3,11,-23
CCOC(=O)C1CCN(C(=O)Cn2nc(C)n3c(cc4cc(C)ccc43)c2=O)CC1,-40,0,-6,1,0.5,0,1,-1,-8
CNC(=S)Nc1cc(C)ccc1OC(F)F,7,-3,3,-9,-0.1,-1,7,8,6
COC(=O)c1cc2c(s1)-c1ccc(OC)cc1CC2,-19,-1,13,-7,5.6,-8,2,-5,5
Cc1ccc(C(=O)c2sc3c(c2N)c(=O)[nH]c(=O)n3CCc2ccccc2)cc1,-9,-4,1,0,-0.1,-11,16,2,-18
CC1=NN(C(=O)c2csc(C)c2C)C(O)(C(F)(F)F)C1 (stereo not drawn),23,-6,-5,-7,0.9,0,0,16,-6
O=C(COC(=O)CNS(=O)(=O)c1c(Cl)cccc1Cl)Nc1cccnc1Cl,-4,-5,-7,-2,1.8,-8,1,24,0
Cc1ccc(C)c2[nH]c(=O)c(CCNC(=O)CCc3ccccc3)cc12,-8,0,-8,-9,0.5,-3,0,16,-5
Cc1noc(C)c1NC(=O)N(C)C[C@H]1OCCCC[C@@H](C)Oc2ccc(NC(=O)c3ccccc3)cc2C(=O)N([C@H](C)CO)C[C@@H]1C,-12,17*,6,5,-0.2,nt,1,-7,nt
CCN(CC(=O)Nc1c(F)cccc1F)C(=O)CCc1c[nH]c2ccccc12,16,-2,-8,-20,1.6,-5,-1,19,-9
O=C1C2C(c3cccc(/C=C/c4ccccc4)c3)CC=CC2C(c2ccc(C(F)(F)F)cc2)N1Cc1ccccc1 (stereo not drawn),-1,-4,-12,-5,0.3,1,0,-4,-14
O=C(/C=C/c1ccccc1)C1=C(O)C(=O)N(CCO)C1c1cccc([N+](=O)[O-])c1 (stereo not drawn),-27,-1,-16,-12,0.5,-1,4,16,-3
CCOc1ccc(C(=O)Nc2ccccc2NC(C)=O)cc1OCC,-10,-6,8,17,-0.1,-13,2,-14,9
COc1ccc(CC2(CO)CCN(S(=O)(=O)c3c(C)nn(C)c3C)CC2)cc1,2,-1,-5,-15,3.6,-10,11,11,-19
COc1cccc(OCC(=O)Nc2ccccc2C(N)=O)c1,5,-3,-27,-5,1.2,-4,16,17,-15
Cc1cccc(C(=O)O/N=C(\N)c2ccc(Br)cc2)c1,2,-3,-13,-10,-0.1,3,8,17,-27
COc1cc(NC(=O)Nc2cccc(C(C)=O)c2)cc(OC)c1OC,-5,-1,-4,11,1.4,1,10,9,-12
Cc1cccc(N(Cc2cc3ccccc3[nH]c2=O)S(C)(=O)=O)c1,13,-3,-7,-1,0.8,-6,2,17,-25
Cc1ccc([C@@H]2CC(=O)[C@@H]3CN(S(=O)(=O)c4ccc(C)cc4)[C@H](c4ccc(Cl)cc4)C[C@@H]3N2S(=O)(=O)c2ccc(Cl)cc2)cc1,-8,0,-16,-9,0.8,nt,3,19,nt
COCCn1c(CNc2ccc(F)cc2)nnc1SCC(=O)Nc1ccc(OC)cc1OC,2,-1,-2,-2,0.8,1,4,-7,-14
COc1ccc(C(=O)N(CCc2ccccc2)Cc2cccs2)c(OC)c1,10,-2,3,0,0.8,-11,4,23,-19
O=C(NCCS(=O)(=O)N1CCN(c2ccccc2F)CC1)c1cc(=O)c2ccccc2o1,-11,-2,-10,-15,1.4,-4,2,13,-17
CC1CC(C)CN(S(=O)(=O)c2ccc3c(c2)CC(=O)N3)C1 (stereo not drawn),-7,-3,-6,-16,1.2,1,-2,4,-14

# The closing 6 entries of the part above come first, to join the parts:
SMILES,TAAR1 antagonist,M1 ag,M1 antag,CHO-K1 Ca antag,CHO-K1 Ca ag,OXTR potentiator,TAAR1 ag,CHO-K1 Ca PAM,CHO parental Ca
Cc1cccc(N(Cc2cc3ccccc3[nH]c2=O)S(C)(=O)=O)c1,13,-3,-7,-1,0.8,-6,2,17,-25
Cc1ccc([C@@H]2CC(=O)[C@@H]3CN(S(=O)(=O)c4ccc(C)cc4)[C@H](c4ccc(Cl)cc4)C[C@@H]3N2S(=O)(=O)c2ccc(Cl)cc2)cc1,-8,0,-16,-9,0.8,nt,3,19,nt
COCCn1c(CNc2ccc(F)cc2)nnc1SCC(=O)Nc1ccc(OC)cc1OC,2,-1,-2,-2,0.8,1,4,-7,-14
COc1ccc(C(=O)N(CCc2ccccc2)Cc2cccs2)c(OC)c1,10,-2,3,0,0.8,-11,4,23,-19
O=C(NCCS(=O)(=O)N1CCN(c2ccccc2F)CC1)c1cc(=O)c2ccccc2o1,-11,-2,-10,-15,1.4,-4,2,13,-17
CC1CC(C)CN(S(=O)(=O)c2ccc3c(c2)CC(=O)N3)C1 (stereo not drawn),-7,-3,-6,-16,1.2,1,-2,4,-14
CC(=O)NNc1nc(-c2ccc(C)cc2)cs1,-11,-9,-4,8,-0.5,-9,8,3,-5
COc1cccc(C(=O)Nc2c(F)cccc2F)c1,0,-4,-6,-3,-0.1,3,6,-2,-8
CCN(C(=O)c1cccc(Br)c1)C1CCS(=O)(=O)C1 (stereo not drawn),-23,-1,-8,6,0.1,-5,0,7,3
COc1cc(-c2nc(-c3ccc(NC(=O)c4ccc5c(c4)OCO5)cc3)no2)cc(OC)c1OC,9,13,18,-13,0.5,-8,12,11,-20
Cn1c(N)c(C(=O)CSc2nc3ccccc3c(=O)n2Cc2ccccc2)c(=O)n(C)c1=O,-11,-3,-10,4,0.2,-3,0,10,-15
Cc1cccc(NC(=O)CCC(=O)NCCO)c1,7,2,-6,-16,0.3,3,1,17,3
Cc1ccc2nc(C)cc(N/N=C/c3cccc(O)c3)c2c1,3,-4,8,2,0.1,-14,0,-8,-5
Cc1cc(C(=O)CN2C(=O)NC(C)(c3cc(F)ccc3F)C2=O)c(C)n1C1CC1 (stereo not drawn),1,2,10,-5,2.8,-11,21,14,-16
Cc1cccc(C)c1NC(=O)CNC(=O)Cn1nc(C)c(C)c(C#N)c1=O,-21,2,2,21,0.2,-6,2,-34,0
CCCS(=O)(=O)NC(=O)C1(C)CCN1C(=O)Cc1ccc(Cl)cc1Cl (stereo not drawn),-15,-2,-11,-1,-0.4,nt,1,7,nt
O=C(N/N=C/c1cccs1)c1cc(-c2ccncc2)nc2ccccc12,0,-4,-9,1,1.7,-6,4,-5,-11
CC(C)(C)[C@H]1COC(=O)[C@@H](Cc2ccc(F)cc2)CC/C=C/C[C@@H](CC(=O)N[C@@H](CO)Cc2ccccc2)C(=O)N1,52*,-5,8,-19,0.7,-3,19,15,-27
Cc1ccc(N2CCN(CCc3nc4cc(NS(C)(=O)=O)ccc4n3C)CC2)cc1,4,-4,-6,-8,-0.1,-3,9,6,-8
Cc1cccc(CSc2nnc(CCCCCNC(=O)OC(C)(C)C)o2)c1,-11,-3,-9,-6,0.8,-5,7,13,-20
C=C(C)COc1ccc(-c2[nH]ncc2-c2ccc(OC)c(OC)c2)c(O)c1,50*,-4,5,-3,0.9,-28,2,22,1
COC(=O)c1cc(COC(=O)CNC(=O)c2ccc(Br)cc2)oc1C,-7,-1,11,-10,6.0,-5,0,4,-14
CN(C(=O)COc1ccc(Cl)cc1Br)C1CCCCC1,-4,-3,-2,5,-0.5,-11,-2,-16,-4
COc1ccccc1NC(=O)C1CCCN(S(=O)(=O)c2ccc3[nH]c(=O)ccc3c2)C1 (stereo not drawn),-2,-3,-8,3,-0.1,-11,0,0,-9
CC(=O)Nc1cc(-c2ccc(N3CCN(C)CC3)cc2)cn2c(-c3ccc(F)c(Cl)c3)cnc12,-20,-8,-31,-4,0.0,nt,3,12,nt
COc1cc(COc2ccc(-c3nnco3)cc2)ccc1OC(F)F,20,-2,-9,-9,0.4,-9,48*,-14,-9
Cc1cc(C(=O)N2CCCC(N3CCN(c4cccc(Cl)c4)CC3)C2)no1 (stereo not drawn),-37,-6,4,11,0.1,-3,0,-8,-17
CCOc1cc(CNCc2ccncc2)cc(Cl)c1OC,-5,-2,-7,-13,0.9,-2,3,27,-17
C/C(=N\NC(=O)c1ccc(N2CCCC2=O)cc1)c1ccncc1,12,-3,-8,-8,0.0,-1,-2,6,-9
CC1CCCC(NC(=O)CN2C(=O)COc3ccccc32)C1C (stereo not drawn),-6,-5,4,-12,0.2,-1,1,-17,-9
Cc1nc2ccccc2n1-c1ccccc1,2,-2,-10,-9,1.8,0,8,26,-8

# Looked up by compound from the list above (five):
SMILES,TAAR1 antagonist,M1 ag,M1 antag,CHO-K1 Ca antag,CHO-K1 Ca ag,OXTR potentiator,TAAR1 ag,CHO-K1 Ca PAM,CHO parental Ca
Cc1ccc(N2CCN(CCc3nc4cc(NS(C)(=O)=O)ccc4n3C)CC2)cc1,4,-4,-6,-8,-0.1,-3,9,6,-8
COc1ccccc1NC(=O)C1CCCN(S(=O)(=O)c2ccc3[nH]c(=O)ccc3c2)C1 (stereo not drawn),-2,-3,-8,3,-0.1,-11,0,0,-9
Cc1cccc(C)c1NC(=O)CNC(=O)Cn1nc(C)c(C)c(C#N)c1=O,-21,2,2,21,0.2,-6,2,-34,0
Cc1cc(C(=O)N2CCCC(N3CCN(c4cccc(Cl)c4)CC3)C2)no1 (stereo not drawn),-37,-6,4,11,0.1,-3,0,-8,-17
COc1cccc(C(=O)Nc2c(F)cccc2F)c1,0,-4,-6,-3,-0.1,3,6,-2,-8

# Source: PubChem
